Yeast tox = Inhibits yeast growth, turbidity readout; S. cerevisiae wild-type growth, A595 turbidity, 16 h; growth inhibition, % at 25 µM (by protocol); actives 0.3% (n = 30,000);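 active = mutant and wild-type yeast strains alike exhibit over 30% growth inhibition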;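 note: 0% = untreated cell controls and 100% = YPD media blanks without cells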
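system = S. cerevisiae wild-type or eIF2Bepsilon-R284H mutant strain | buffer or medium = YPD medium | dosing = one dose, 25 µM compound, 0.2% DMSO | schedule = 16 h at 30 °C | measured by = A595 turbidity | evaluation = growth inhibition (%) versus cell controls and blanks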
Yeast eIF2B = eIF2B (yeast) activity modulation; S. cerevisiae eIF2B-epsilon R284H, GCN4-lacZ luminescence; inhibition, % at 25 µM (by protocol); AID 688; actives 0.91% (n = 27,000);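 active = mutant luminescence inhibited past about 50% while wild type luminescence and mutant growth stay under set limits, limit read from the data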; note: some compounds called inactive have numbers as strong as hits
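System: Yeast eIF2B-epsilon R284H mutant carrying GCN4–beta-galactosidase fusion | Read-out basis: Percent inhibition, luminescence and growth | Compound: 25 µM single dose | Times: 16 h at 30 °C exposure | Measured by: Luminescence and A595 | Buffer or medium: YPD medium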
Yeast tox inhibition % = also measured in Yeast tox; calls as there; growth inhibition, %; S. cerevisiae eIF2Bepsilon-R284H mutant growth, A595 turbidity, 16 h;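 each compound tested once at 25 µM; 0% equals untreated cells and 100% equals cell-free medium blanks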
Yeast eIF2B mutant toxicity = recorded beside Yeast eIF2B, whose call it bears; growth inhibition, %; measured here: mutant yeast growth, toxicity;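 each compound tested once at 25 µM; zero equals untreated control growth and 100 equals blank medium absorbance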
An asterisk follows results filed as active; x = no result given. Some of the compounds tested. The share of hits here may be higher or lower than overall.

Every second line gives: Yeast eIF2B	Yeast tox	Yeast eIF2B mutant toxicity	Yeast tox inhibition %
- CCn1cc(C(=O)NCC2CCCO2)c(=O)c2cc(S(=O)(=O)N3CCC(C)CC3)ccc21 (stereo not drawn)
→ -7.2	7.2	x	0.0
- O=C(c1ccccc1)c1ccc(OCCCCN2CCCCC2)cc1
→ 7.1	29.2	8.3	8.3
- COCCN(CC(=O)NCc1ccc2c(c1)OCO2)C(=O)CCC(=O)Nc1nccs1
→ 16.3	-1.1	-8.7	-8.7
- COc1cc2nc(=S)n3[nH]c(CCn4c(C)nc5ccccc54)nc3c2cc1OC
→ 17.1	19.4	10.3	10.3
- O=S(=O)(/C=C/c1ccccc1)N1CCN(c2cccc(Cl)c2)CC1
→ 16.5	28.9	14.7	14.7
- Cc1cccc(OCC(=O)O/N=C(\N)c2ccccn2)c1C
→ -17.4	-10.5	9.5	9.5
- Cc1nnc(-c2cnn(C)c2N)n1Cc1cccc(Cl)c1
→ x	12.6	x	14.1
- COc1ccc(S(=O)(=O)NCCC(=O)NCc2ccc(F)cc2)cc1
→ 17.8	0.0	x	0.0
- COC(=O)c1ccccc1NC(=O)/C=C/c1cc(OC)c(OC)c(OC)c1
→ 17.3	-19.6	x	0.0
- CCCCn1nc(C(=O)N[C@@H](CCSC)c2nc3ccccc3[nH]2)c2ccccc2c1=O
→ 14.0	-0.7	-14.3	-14.3
- CC(C)(C)OC(=O)N1CCC[C@H]1c1nnc(SCc2ccc(Cl)cc2Cl)o1
→ 22.5	-4.0	7.7	7.7
- Cn1c(=O)c2c(ncn2CC(=O)N(Cc2ccccc2)c2ccccn2)n(C)c1=O
→ 19.7	-5.3	x	0.0
- C=CCOn1c(=O)c(C)[n+]([O-])c2ccccc21
→ 18.4	18.1	3.5	3.5
- CS(=O)(=O)N1CCC(NC(=O)Cc2ccccc2)CC1
→ 3.4	18.4	-3.6	-3.6
- CCS(=O)(=O)N1CCC(C(=O)NCCCN2CCCC2)CC1
→ 3.7	-11.1	-10.0	-10.0
- C=CCn1c(=O)c2c3c(sc2n2c(Nc4ccccc4)nnc12)CCCC3
→ 10.4	1.1	13.5	13.5
- CCCCC1S/C(=N/N=C/c2ccc(OC)cc2)N(Cc2ccc(OC)cc2)C1=O (stereo not drawn)
→ 17.8	-1.2	-42.9	-42.9
- Cn1ncc(Cl)c1C(=O)Nc1ccncc1
→ -3.6	-0.3	3.7	3.7
- CC(=O)N(/N=C1\Sc2ccccc2C1=O)c1ccc(C)cc1C
→ x	-2.9	x	10.5
- Cn1c(=O)c2c(ncn2CC(=O)Nc2ccc(N3CCOCC3)cc2)n(C)c1=O
→ 6.7	2.7	-14.3	-14.3
- CC1(C)C2CCC1(CS(=O)(=O)N1CCOCC1)C(=O)C2 (stereo not drawn)
→ x	18.9	x	12.8
- O=C(c1cc2ccccc2oc1=O)N(Cc1cccs1)C1CCS(=O)(=O)C1 (stereo not drawn)
→ -2.1	-2.5	-5.2	-5.2
- CC(C)(C)n1nnnc1C(c1ccc(Cl)cc1)N1CCCc2ccccc21 (stereo not drawn)
→ 22.3	-5.6	-20.4	-20.4
- O=C(O)COCCN1CCN(C(c2ccccc2)c2ccc(Cl)cc2)CC1 (stereo not drawn)
→ 8.3	14.5	-5.0	-5.0
- CCNc1nc(C)nc2c1oc1ccccc12
→ 20.6	34.3	4.2	4.2
- CCOc1ccc(NC(=O)C2CCN(c3nnnn3-c3ccccc3)CC2)cc1
→ x	6.2	x	-6.7
- COc1cccc(NC(=O)CN2CCN(c3nc(-c4cccc(OC)c4)cs3)CC2)c1
→ 1.8	9.1	x	0.0
- O=C(Nc1cc(Cl)cc(Cl)c1)C(NCCO)c1ccccc1 (stereo not drawn)
→ -4.0	-5.0	-4.8	-4.8
- Cc1nn(Cc2ccccc2)c(C)c1NC(=O)CSc1nc2sc3c(c2c(=O)n1C)CCC3
→ 0.4	-21.4	-7.7	-7.7
- Cc1cccc(NC2SC(=O)N(CC(=O)O)C2=O)c1 (stereo not drawn)
→ 16.6	-4.6	-10.0	-10.0

10 structures already listed, ordered by heavy-atom count, falling.
Every second line gives: Yeast eIF2B	Yeast tox	Yeast eIF2B mutant toxicity	Yeast tox inhibition %
- Cc1nn(Cc2ccccc2)c(C)c1NC(=O)CSc1nc2sc3c(c2c(=O)n1C)CCC3
→ 0.4	-21.4	-7.7	-7.7
- CCn1cc(C(=O)NCC2CCCO2)c(=O)c2cc(S(=O)(=O)N3CCC(C)CC3)ccc21 (stereo not drawn)
→ -7.2	7.2	x	0.0
- COc1cc2nc(=S)n3[nH]c(CCn4c(C)nc5ccccc54)nc3c2cc1OC
→ 17.1	19.4	10.3	10.3
- Cn1c(=O)c2c(ncn2CC(=O)Nc2ccc(N3CCOCC3)cc2)n(C)c1=O
→ 6.7	2.7	-14.3	-14.3
- O=C(O)COCCN1CCN(C(c2ccccc2)c2ccc(Cl)cc2)CC1 (stereo not drawn)
→ 8.3	14.5	-5.0	-5.0
- O=C(c1ccccc1)c1ccc(OCCCCN2CCCCC2)cc1
→ 7.1	29.2	8.3	8.3
- CCS(=O)(=O)N1CCC(C(=O)NCCCN2CCCC2)CC1
→ 3.7	-11.1	-10.0	-10.0
- CC1(C)C2CCC1(CS(=O)(=O)N1CCOCC1)C(=O)C2 (stereo not drawn)
→ x	18.9	x	12.8
- Cc1cccc(NC2SC(=O)N(CC(=O)O)C2=O)c1 (stereo not drawn)
→ 16.6	-4.6	-10.0	-10.0
- CCNc1nc(C)nc2c1oc1ccccc12
→ 20.6	34.3	4.2	4.2

Additional results.
Every second line gives: Yeast eIF2B	Yeast tox	Yeast eIF2B mutant toxicity	Yeast tox inhibition %
- CCCCCOC(=O)C1C(c2ccccc2)C(C(=O)O)C1c1ccccc1 (stereo not drawn)
→ 11.9	4.6	5.9	5.9
- CN(C(=O)c1ccc2c(c1)OCO2)C1(C(=O)NC2CCCCC2)CCCCC1
→ 11.2	15.7	x	0.0
- CCCCOc1ccccc1C1C(C(N)=O)=C(C)Nc2nnnn21 (stereo not drawn)
→ 11.3	0.0	15.2	15.2
- Cn1c2ccc(CC(=O)O)cc2c2cc(CC(=O)O)ccc21
→ 14.5	1.2	12.9	12.9
- COc1ccc(NC(=O)c2ccccc2O)c(OC)c1
→ 20.6	15.2	15.2	15.2
- CC1=CCC2C(=O)N(Cc3ccccc3)C(=O)C2C1 (stereo not drawn)
→ 10.7	9.8	17.7	17.7
- Cc1ccc(Cn2nc(C)c3cc(C(=O)OCC(N)=O)sc32)cc1
→ x	-27.5	x	-2.2
- CC(C)CCN1CC(O)=C(c2nc3ccccc3[nH]2)C1=N
→ x	3.5	x	0.0
- COc1ccccc1N1CCN(C(c2cccs2)c2nnnn2C2CCCC2)CC1 (stereo not drawn)
→ 22.7	-1.7	-19.1	-19.1
- Cc1nc(=O)c(-c2ccccc2)c(C)n1-c1ccc(S(N)(=O)=O)cc1
→ 23.3	-2.9	11.5	11.5
- CCCCNC(=O)CCNC(=O)c1ccc(C(C)(C)C)cc1
→ 20.7	40.4	22.6	22.6
- Cc1ccc(Cn2cc(/C=C/C(=O)O)c(-c3ccccc3)n2)cc1
→ 18.6	-3.0	x	0.0
- CCOC(=O)c1ccccc1NC(=O)c1cncc(Br)c1
→ x	-30.7	x	7.4
- O=C(CC(SCc1ccco1)c1ccc(O)cc1)c1cccs1 (stereo not drawn)
→ 33.4	7.8	18.4	18.4
- CCn1c(SCC(=O)N2CCCC2)nnc1-c1ccc(S(=O)(=O)N2CCCCCC2)cc1
→ 7.7	8.9	8.3	8.3
- CCOCCOCN(C#N)c1nc(OC)nc(N(C)C)n1
→ x	-6.4	x	-11.1
- CC1(C)CC(=O)C(CC(=O)Nc2ccc(S(N)(=O)=O)cc2)=C(O)C1
→ -3.5	1.5	10.5	10.5
- Clc1ccccc1-c1nnn(Cc2ccc(-c3nn[nH]n3)cc2)n1
→ 16.2	0.6	-20.7	-20.7
- COCCN(C(=O)CNC(=O)c1cccs1)C(C(=O)NC1CCCC1)c1cccs1 (stereo not drawn)
→ 20.8	8.6	-20.8	-20.8
- CCn1cnc2c(cnn2-c2ccccc2)c1=O
→ -17.1	4.5	13.6	13.6
- O=C(CSCC(=O)NCc1ccco1)NCc1ccco1
→ 16.4	10.3	-11.9	-11.9
- CNS(=O)(=O)c1ccc(C)cc1
→ 21.6	1.1	5.6	5.6
- COC(=O)CCS(=O)(=O)c1ccc(NC(C)=O)cc1
→ 8.2	4.2	8.8	8.8
- CCCCCC1CC(CC(=O)NC(=S)Nc2ccc([N+](=O)[O-])cc2)C(=O)O1 (stereo not drawn)
→ 19.7	10.3	-3.1	-3.1
- COc1ccccc1OCC(=O)NC1CCCCCC1
→ 19.6	11.8	-3.7	-3.7
- Cc1cc(N2CCOCC2)n2ncc(-c3ccccc3)c2n1
→ -1.1	2.8	-4.8	-4.8
- Cc1cccc(N2CCN(C(=O)n3ccnc3)CC2)c1C
→ -12.9	-1.9	x	0.0
- O=C(O)CCC(=O)N1CCN(c2nc(-c3ccccc3Cl)c3cc(Br)ccc3n2)CC1
→ -24.4	-11.5	x	0.0
- CCOC(=O)c1c(C)nc2c3ccccc3ccn12
→ 36.2	-16.6	3.0	3.0
- COc1ccc(C(CNC(=O)c2cccc(N(C)C)c2)N2CCCC2)cc1 (stereo not drawn)
→ 13.3	-7.2	-6.9	-6.9
- CCN(C(=O)CSc1ncccc1C(=O)OC(C)C)c1cccc(C)c1
→ x	9.3	x	2.2
- CCCCOC(=O)CSc1nc2c(c(=O)[nH]c(=O)n2C)n1C/C=C(\C)Cl
→ 33.2	5.7	-6.9	-6.9
- Cn1c(=N)c(S(=O)(=O)c2ccc(F)cc2)cc2c(=O)n3ccccc3nc21
→ 18.3	5.4	x	0.0
- CCN(CCCNC(=O)CC(C(=O)N1CCc2ccccc21)n1ccnc1)c1ccccc1 (stereo not drawn)
→ 5.0	2.1	45.2	45.2
- Clc1ccc(CSc2nnnn2-c2ccc3c(c2)OCO3)c(Cl)c1
→ x	-3.1	x	7.7
- OC(COc1ccc2ccccc2c1)Cn1cncn1 (stereo not drawn)
→ 6.8	8.2	-15.4	-15.4
- O=c1cc(Nc2ccc3c(c2)OCCO3)[nH]c(=O)n1Cc1ccc(F)cc1
→ -12.1	14.0	-7.7	-7.7
- CC(NS(=O)(=O)c1ccc(Cl)cc1)C(c1cccs1)N1CCN(C)CC1 (stereo not drawn)
→ 21.1	9.8	2.1	2.1
- CC1CCN(C(=O)CCNC(=O)Cn2cnc3sc4c(c3c2=O)CCCC4)CC1
→ 17.1	3.1	10.8	10.8
- Cc1onc(-c2ccccc2Cl)c1C(=O)Nc1ccc(-c2nnc3n2CCCCC3)cc1
→ 13.0	15.0	-9.1	-9.1
- O=C(Nc1ccccc1)C1CCN(C(=O)c2ccccc2)CC1
→ 11.9	15.0	18.9	18.9
- CC(C)(C)NC(=O)CSc1nc(O)cc(=O)n1-c1ccccc1
→ 18.3	16.4	7.7	7.7
- COCCNC(=O)C1c2cc(OC)c(OC)cc2C(=O)N(C)C1c1cccnc1 (stereo not drawn)
→ 1.5	6.2	-10.5	-10.5
- Cc1ccc(NC(=O)CSc2nc3nc(C)cc(C)c3c(=O)[nH]2)cc1
→ 11.5	-26.4	-19.1	-19.1
- Cc1ccccc1NC(=O)CSc1nnc(-c2ccoc2C)n1CCc1ccccc1
→ -14.0	32.1	-12.5	-12.5
- CC(C)(C)n1nnnc1C(c1cccnc1)N1CCN(c2ccccc2)CC1 (stereo not drawn)
→ -1.4	-18.3	-18.2	-18.2
- CCCNC(=O)Cn1cnc2sc(C(=O)NCCN(CC)CC)c(C)c2c1=O
→ 12.2	-2.1	-9.1	-9.1
- Nc1c(Cl)cc(Cl)cc1C(=O)OCC(=O)N1CCCC1
→ x	11.4	x	10.0
- Cn1cnc2cc(NC(=O)c3ccco3)ccc21
→ 39.9	2.8	9.1	9.1
- O=C(NC1CCCCC1)C1CN(S(=O)(=O)c2ccccc2)CCN1S(=O)(=O)c1ccccc1 (stereo not drawn)
→ 7.8	x	x	x
- O=C(Cc1cscn1)c1ccc(O)cc1O
→ 13.6	22.0	3.6	3.6
- O=C(COC(=O)CC12CC3CC(CC(Br)(C3)C1)C2)NC(=O)NCc1ccco1
→ 18.8	-20.0	-23.8	-23.8

Assay outcomes: PubChem BioAssay, PCMD
